All columns: NCI-60 one-dose screen, growth in % after 48 h at 10 µM unless noted; 100 = growth as untreated, 0 = no growth, -100 = all killed.
UACC-257: UACC-257 melanoma. 4.4% of 78,000 active. AID 1794764
UACC-62: UACC-62 melanoma | 5.4% of 81,000 active | AID 1794756
MALME-3M: MALME-3M melanoma. AID 1794766. 5.8% of 78,000 active
SK-MEL-2: SK-MEL-2 melanoma; 4.7% of 77,000 active
LOX IMVI: LOX IMVI melanoma; 7.4% of 79,000 active; AID 1794757
SK-MEL-28: SK-MEL-28 melanoma; 4.1% of 81,000 active; AID 1794761
MDA-MB-435: MDA-MB-435 melanoma. AID 1794794. 7.8% of 82,000 active
SK-MEL-5: SK-MEL-5 melanoma; 6.4% of 80,000 active
The depositor's hits bear a star; . = not tested or not shown; [ ] = another dose, or the depositor's remark. Rule for the calls: active = growth percent below 10; inactive = the rest. Rows were taken by chance; about 13% have a hit in one of these screens.

Fields: LOX IMVI	UACC-257	SK-MEL-5	SK-MEL-2	MALME-3M	SK-MEL-28	MDA-MB-435	UACC-62
Cc1nnc(N2CCN(c3ccccc3)CC2)c2ccccc12
  103	93	98	.	114	109	100	110
O=C(O)/C=C/C(=O)Nc1ccc(Cl)c(Cl)c1
  90	108	107	37	76	106	97	84
Cc1ccccc1NN
  91	102	99	.	125	95	113	88
COC(=O)c1ccc(NC(=O)Cn2cc(CN3CCN(c4ccnc5cc(Cl)ccc45)CC3)nn2)cc1
  87	111	91	99	98	103	97	84
O=C(N/N=C/c1ccc[nH]1)c1[nH]c2ccc(Br)cc2c1-c1ccccc1
  .	30	-34*	32	45	61	2.2*	13
CC1(C)CC2=C3C=C[C@@H]4[C@@]5(C)CCC(=O)C(C)(C)[C@@H]5CC[C@@]4(C)[C@]3(C)CC[C@@]2(C(=O)O)C[C@H]1O
  7.3*	11	14	9.9*	3.6*	25	27	21
COc1ccc(C2C=C(C)N=C3SC=CN32)cc1OC (configuration not stated)
  96	87	102	113	100	111	106	104
O=C1CCC23OC=CC2C2(Nc4ccccc4NC2=O)c2cc(Cl)ccc2N13 (configuration not stated)
  95	123	116	96	94	111	109	97
COc1ccc(-c2c(CC(=O)O)c3cc(OC)ccc3n2Cc2ccc(Cl)cc2)cc1
  90	.	89	95	78	115	106	79
COc1cc(-c2noc(-c3ccc(N)cc3)n2)cc(OC)c1OC
  86	107	94	96	102	96	95	85
CCOC(=O)/C=C1\S/C(=N\Nc2cc(=O)[nH]c3ccc(Cl)cc23)N(c2ccccc2)C1=O
  84	96	99	105	93	101	96	89
O=C(/C=C/Nc1ccc(F)cc1F)c1ccc2c(c1)Nc1ccccc1S2
  66	88	76	87	66	79	9.7*	49
Cc1c(C(=O)NC(Cc2ccccc2)C(O)C(=O)NCc2ccccc2)[nH]c2ccccc2c1=O (configuration not stated)
  93	103	102	109	109	107	101	98
NC1=C(O)C(=O)C(c2cccc3ccccc23)O1 (configuration not stated)
  87	99	102	97	86	108	102	90
c1ccc(/C(=N\N=C(/c2ccccc2)c2cccs2)c2cccs2)cc1
  88	106	101	89	.	108	103	.
CC(=O)Nc1nc(C)c(C(=O)N/N=C/c2cccs2)s1
  93	109	98	19	117	96	111	80
CC(O)CC(C)(C)NC(=O)C(C)O (configuration not stated)
  98	116	101	116	101	101	102	105
CC(C)OC(=O)[C@]12CCC(C)(C)C[C@H]1C1=CC[C@@H]3[C@@]4(C)C/C(=C/c5ccncc5)C(=O)C(C)(C)[C@@H]4CC[C@@]3(C)[C@]1(C)CC2
  76	84	87	92	113	106	77	96
N#Cc1c(-c2ccc(F)cc2)nc(SCc2ccc([N+](=O)[O-])cc2)nc1N1CCNCC1
  106	93	102	103	95	103	98	102
CC(=O)C1=NN(c2ccccc2)C2C3N(c4ccccc4)N=C(C(C)=O)N3c3ccccc3N12 (configuration not stated)
  90	104	110	100	84	108	112	94
CC(=O)n1cc(-c2c[nH]c3ccccc23)c(-c2ccc(O)cc2)n1
  88	92	94	105	92	99	97	97
O=C1OC2C=CC3CC2(O1)C1CCCC(=O)N1O3 (configuration not stated)
  100	111	101	107	97	115	105	98
C1CNCCNC1
  94	.	98	.	93	98	100	93
COC(=O)C(=O)C(C#N)c1c(Cl)cccc1Cl (configuration not stated)
  93	109	94	100	.	94	100	99
CCOC(=O)c1cc(C(=O)OCC)c(C#N)c(=O)[nH]1
  94	.	106	101	114	104	104	108
COc1ccc(C(C)=C(c2ccc(OCCN(C)C)cc2)c2ccc(OCCN(C)C)cc2)cc1
  -80*	-70*	-83*	-70*	-74*	-88*	-76*	-66*
O=C(Nc1cccc(-n2cc(-c3ccncc3)c(-c3ccc(Cl)c(O)c3)n2)c1)c1ccc(N2CCOCC2)c(C(F)(F)F)c1
  10.0*	39	51	18	11	1.1*	35	49
C/C(=N\O)c1ccc(NC(=O)CSc2nnc(-c3cc(-c4ccc(S(N)(=O)=O)cc4)nc4ccccc34)n2-c2ccccc2)cc1
  38	87	54	84	80	84	70	62
CCCCCCn1c(O)c(N=Nc2nc(-c3cc4ccccc4oc3=O)cs2)c2cc(Br)ccc21
  97	113	100	119	110	110	117	99
CC1C(c2ccccc2)OCN1CC=C(c1ccsc1)c1ccsc1 (configuration not stated)
  .	104	83	114	85	105	103	72
C=CCn1c(SCC(=O)Nc2ccc(/C(C)=N\O)cc2)nnc1-c1cc(-c2ccc(OC)cc2)nc2ccccc12
  -65*	44	36	22	66	62	46	38
C=C(C)[C@@H]1CC[C@]2(C(=O)N[C@@H](Cc3cc4ccccc4[nH]3)C(=O)OC)CC[C@]3(C)[C@H](CC[C@@H]4[C@@]5(C)CCC(=O)C(C)(C)[C@@H]5CC[C@]43C)[C@@H]12
  57[100 µM]	61[100 µM]	49[100 µM]	62[100 µM]	75[100 µM]	65[100 µM]	64[100 µM]	51[100 µM]
Cc1ccc(S(=O)(=O)Nn2c3c(cc(-c4nc5ccccc5s4)c2=O)CCCC3)cc1
  97	105	98	99	104	113	101	89
CC(=O)Nc1cccc(-c2nc3ccc(-c4ccc(O)cc4)cc3[nH]2)c1
  43	69	44	57	32	32	59	29
CC(C)=CCC/C(C)=C/CSc1nnc(-c2c(C)nc3ccc(Cl)cn23)o1
  91	84	76	112	102	97	103	70
Cc1ccccc1CCCCn1ccc(=O)[nH]c1=O
  95	109	96	104	98	98	99	65
COc1ccc(/C=C/C(=O)c2ccc(O)c(CN3CCN(c4cc5c(cc4F)c(=O)c(C(=O)O)cn5C4CC4)CC3)c2)cc1
  13	42	-23*	34	30	58	28	27
COc1ccc(OC)c(NC(=O)OCc2ccc3c(c2)OCO3)c1
  .	103	94	100	115	124	103	82
Cc1ccc(Cl)c(-n2c(SCC(=O)Nc3ccc(S(=O)(=O)Nc4nccc(C)n4)cc3)nc3ccccc3c2=O)c1
  94	114	100	106	109	109	103	103
CCCCCCCCCc1nc(N)nc(N)n1
  101	112	104	114	120	99	99	96
O=[N+]([O-])c1ccccc1N=Nc1ccc(O)cc1O
  100	103	106	134	109	121	120	124
C(#CCN1CCCC1)CCCN1CCCC1
  105	102	103	131	103	104	.	102
CCC(=O)c1ccccc1C
  112	.	.	107	131	110	120	108
Cc1ccc(C)c(Cn2c(N3CCC(C(=O)NCc4cccs4)CC3)nc3ccccc32)c1
  100	96	101	110	.	109	102	88
COC(=O)c1cc(=O)nc(NN=C2CCCCC2)s1
  107	100	101	.	.	103	109	112
NNC(=O)CNC(=O)Cc1ccccc1
  108	97	99	96	97	113	108	99
CCN1CCN(c2nc(O)c(/C=C3\C=Nc4ccccc43)s2)CC1
  91	96	97	103	87	105	94	85
NC1(C(=O)O)CCc2ccccc21 (configuration not stated)
  99	86	111	123	104	110	111	111
COc1ccc(/C=c2\nc3n(-c4ccccc4)c4n(n-3c2=O)C(=O)C(Cc2c[nH]c3ccccc23)N=4)cc1 (configuration not stated)
  94	113	97	121	96	111	107	90
Cc1ccc(C2=NN3C(C2)c2ccccc2OC3c2ccc3noc(-c4ccc(Cl)cc4)c3c2)cc1 (configuration not stated)
  103	103	103	.	102	109	116	102
CCCNC(=O)CC1CCN(C(=O)C2CC3CCC(OC)CC3N2)CC1 (configuration not stated)
  94	119	106	91	88	110	106	90
CSC(=N\N=C\c1c(F)cccc1Cl)/N=C/N(C)C
  .	99	102	.	98	101	104	95
CC(=O)c1cc2c(c(O)c1C)C(=O)C(=O)c1c(O)cccc1-2
  -49*	-96*	-98*	-73*	-83*	-87*	-84*	-72*
CC(=O)OC1CCC2C3CCC4OC(=O)CCC4(C)C3CCC12C (configuration not stated)
  95	96	101	119	111	111	97	100
Cc1cc2c(n1Cc1ccccc1)CSCC2=O
  74[100 µM]	108[100 µM]	61[100 µM]	99[100 µM]	86[100 µM]	91[100 µM]	79[100 µM]	54[100 µM]
N#Cc1c(N)sc(N)c1C#N
  88	107	105	.	94	104	102	106
COc1ccc2c(c1)NC(=O)CN2c1nc(C)nc2ccccc12
  22	.	-35*	23	68	59	1.1*	36
CSc1ccccc1NC(=O)CN(C)Cc1c(O)ccc2cc(Br)ccc12
  90	.	104	93	114	113	132	86
CC(C)NC1=C(Cl)C(=O)c2ccccc2C1=O
  86	99	90	90	110	119	114	106
COc1ccc(/C=C2\SC(=O)N(Cc3cc4ccccc4nc3Cl)C2=O)cc1
  88	119	94	104	94	111	108	90

Individual results from the list:
CCCNC(=O)CC1CCN(C(=O)C2CC3CCC(OC)CC3N2)CC1 (configuration not stated) @ LOX IMVI = 94
O=C(Nc1cccc(-n2cc(-c3ccncc3)c(-c3ccc(Cl)c(O)c3)n2)c1)c1ccc(N2CCOCC2)c(C(F)(F)F)c1 @ LOX IMVI = 10.0*
COC(=O)C(=O)C(C#N)c1c(Cl)cccc1Cl (configuration not stated) @ SK-MEL-2 = 100

Whole records as entered above. Screens in order: LOX IMVI, UACC-257, SK-MEL-5, SK-MEL-2, MALME-3M, SK-MEL-28, MDA-MB-435, UACC-62
Cc1ccccc1NN is listed as 91, 102, 99, ., 125, 95, 113, 88
CC1(C)CC2=C3C=C[C@@H]4[C@@]5(C)CCC(=O)C(C)(C)[C@@H]5CC[C@@]4(C)[C@]3(C)CC[C@@]2(C(=O)O)C[C@H]1O is listed as 7.3*, 11, 14, 9.9*, 3.6*, 25, 27, 21
COc1cc(-c2noc(-c3ccc(N)cc3)n2)cc(OC)c1OC is listed as 86, 107, 94, 96, 102, 96, 95, 85

Part of the list above in order of length of the SMILES, lowest first:
Fields: LOX IMVI	UACC-257	SK-MEL-5	SK-MEL-2	MALME-3M	SK-MEL-28	MDA-MB-435	UACC-62
NC1(C(=O)O)CCc2ccccc21 (configuration not stated)
  99	86	111	123	104	110	111	111
NNC(=O)CNC(=O)Cc1ccccc1
  108	97	99	96	97	113	108	99
CSc1ccccc1NC(=O)CN(C)Cc1c(O)ccc2cc(Br)ccc12
  90	.	104	93	114	113	132	86

(cont.)
Fields: LOX IMVI	UACC-257	SK-MEL-5	SK-MEL-2	MALME-3M	SK-MEL-28	MDA-MB-435	UACC-62
Cc1cc(Nc2ccc(F)cc2)nc(N2CCN(c3ccnc4cc(Cl)ccc34)CC2)n1
  13	38	14	4.4*	13	17	13	21
CC(C)(Cl)CCC1=C(Cl)C(=O)c2ccccc2C1=O
  21	39	-35*	79	128	57	66	2.5*
C[C@H]1[C@H]2C3=CC[C@@H]4[C@@]5(C)C/C(=C/c6ccncc6)C(=O)C(C)(C)[C@@H]5CC[C@@]4(C)[C@]3(C)CC[C@@]2(C(=O)N2CCN(C)CC2)CC[C@@H]1C
  84	84	88	96	102	101	82	80
O=S(=O)(NCCCNc1nccc(-c2c(-c3ccc(O)cc3)nc3sccn23)n1)c1ccc(F)cc1
  -29*	4.9*	-85*	-42*	.	-6.8*	-18*	-1.1*
Cc1ccc(S(=O)(=O)N(C)C(CCCOc2ccccc2)CCCOc2ccccc2)cc1
  93	93	87	98	96	102	90	71
O=S(=O)(Oc1ccc(-c2cn3ccsc3n2)cc1)c1ccc(F)cc1
  93	107	97	111	103	99	98	89
Cc1ccc2c(C3C(C#N)=C(N)Oc4n[nH]c(C)c43)cc(=O)oc2c1 (configuration not stated)
  96	92	99	106	98	108	105	93
O=C(c1ccccc1)C(Nc1ccccc1)c1ccccc1 (configuration not stated)
  86	93	86	91	90	99	102	75

Source: PubChem BioAssay
